# Compound activity: PubChem, The Scripps Research Institute Molecular Screening Center
# ARFGAP1 inhibitor = inhibitors of rat ARFGAP1 | actives 0.26% (n = 360,000) | inhibition, % at 16.5 µM | Arfgap1-stimulated ARF1 GTP hydrolysis, GDP FP detection | Q62848;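 active = inhibition above a per-plate limit, mean inhibition of low control wells plus 3 SD, cut at about 25% in these data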;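 also: 0% = DMSO wells with enzyme and 100% = wells lacking Arfgap1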
#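 Material: rat Arfgap1 catalytic domain, aa 1-136; also added: human ARF1(Δ1-17)-GTP substrate; compound dosing: one concentration, 16.5 µM, DMSO 1.26%; incubation: GTP hydrolysis reaction 2 h at 25 °C; measured by: Tracer-displacement fluorescence polarization with EDTA stop, 620/688 nm; evaluation: % inhibition from polarization; repeats: one replicate per compound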
# ASAP1 inh = blocks human ASAP1-stimulated Arf1 GTP hydrolysis; Q9ULH1; GDP FP detection; inhibition, % at 16.5 µM; actives 0.19% (n = 360,000); in the data active = inhibition above about 25%;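 also: 0% = vehicle with enzyme and substrate and 100% = no enzyme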
# DDE Tn7 FP inh = inhibitors of Tn7 peptide binding to human fibrin DD(E); inhibition, % at 8.3 µM; AID 720508; actives 0.13% (n = 370,000); P02675; FP displacement of FITC-Tn7 peptide from fibrin DD(E); 0% = median of compound wells per plate;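 active = inhibition above the mean of compounds falling within the control limits plus 3 SD of them, cut at about 14% in these data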;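 also: 0% = plate median of compound wells and 100% = 10 µM Aha-Tn7 peptide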
#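 Test system – human fibrin DD(E) · Times – 10 min preincubation, 3 h with tracer, room temperature · Detection – fluorescence polarization of the labelled Tn7 tracer · Measure – percent inhibition normalized to high-control wells · Benchmarks – high control wells with 10 µM unlabelled Aha-Tn7 peptide (full inhibition) · Repeats – singlicate testing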
# DDE Tn6 FP inh = DD(E)-Tn6 binding inhibition, primary FP screen | P02675 | Fibrin DD(E) TRITC-Tn6 fluorescence polarization displacement | inhibition, % at 8.3 µM | actives 0.21% (n = 370,000);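 active = inhibition above a per-campaign cutoff: mean of compounds within control limits plus 3 SD, cut at about 15% in these data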;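 also: 0% = median of all compound wells on the plate and 100% = blocking peptide control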
# PLCg1 inh = inhibitors of human phospholipase C gamma1; P19174; purified PLC-gamma1, fluorogenic substrate, fluorescence; inhibition, % at 12.2 µM; actives 0.84% (n = 370,000); AID 720700; in the data active = inhibition above about 9.5%
# ADAM10 inh = ADAM10 inhibition, QFRET primary screen; AID 720582; inhibition, % at 7 µM; O14672; recombinant ADAM10, EDANS/DABCYL FRET peptide cleavage, 3 h; actives 0.62% (n = 370,000);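 active = inhibition above a per-campaign cutoff equal to the mean of compounds falling between control-based bounds plus 3 SD, cut at about 20% in these data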;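 also: 0% = DMSO wells while the 100% control is not disclosed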
# Target sequence (O14672 214-748 limits assumed): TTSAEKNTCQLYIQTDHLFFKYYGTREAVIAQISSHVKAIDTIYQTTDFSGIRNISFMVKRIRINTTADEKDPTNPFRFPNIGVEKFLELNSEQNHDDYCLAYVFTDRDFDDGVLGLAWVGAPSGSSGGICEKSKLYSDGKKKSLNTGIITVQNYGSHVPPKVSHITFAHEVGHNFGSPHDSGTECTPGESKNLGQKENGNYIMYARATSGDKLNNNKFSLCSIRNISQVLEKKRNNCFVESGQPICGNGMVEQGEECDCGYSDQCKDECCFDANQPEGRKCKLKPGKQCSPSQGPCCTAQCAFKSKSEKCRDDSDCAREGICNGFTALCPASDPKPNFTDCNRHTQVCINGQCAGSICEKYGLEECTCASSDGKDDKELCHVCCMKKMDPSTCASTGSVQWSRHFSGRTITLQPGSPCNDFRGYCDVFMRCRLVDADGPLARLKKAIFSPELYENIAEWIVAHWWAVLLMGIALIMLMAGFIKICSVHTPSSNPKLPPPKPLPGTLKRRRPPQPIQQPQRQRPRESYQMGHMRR
# TDP2 absorb = TDP2 (human) inhibition, absorbance primary screen | recombinant TDP2, T5PNP hydrolysis, p-nitrophenol absorbance 415 nm | inhibition, % at 12.8 µM | actives 0.34% (n = 370,000);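 active = inhibition above the mean of all tested compounds plus 3 SD, set per campaign, cut at about 25% in these data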;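 also: 0% = DMSO with enzyme and 100% = buffer with substrate but no TDP2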
#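 System – recombinant human TDP2 · Quantity – TDP2 enzyme at 120 nM final · Doses – single concentration, 12.8 µM nominal, with 1% DMSO · Incubation – 2 h at 37 °C · Measured by – epi absorbance of p-nitrophenol freed from T5PNP by hydrolysis · Read-out – % inhibition relative to enzyme-containing and enzyme-free wells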
# ADAM17 inh = inhibits human ADAM17 | recombinant ADAM17, EDANS/DABCYL FRET peptide cleavage | actives 0.83% (n = 370,000) | P78536 | inhibition, % at 6.95 µM;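 active = inhibition above the mean of compounds lying between control limits plus 3 SD, set per campaign, cut at about 8.5% in these data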;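 also: 0% = DMSO-only wells as the low control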
# Target sequence (P78536 215-824 limits assumed): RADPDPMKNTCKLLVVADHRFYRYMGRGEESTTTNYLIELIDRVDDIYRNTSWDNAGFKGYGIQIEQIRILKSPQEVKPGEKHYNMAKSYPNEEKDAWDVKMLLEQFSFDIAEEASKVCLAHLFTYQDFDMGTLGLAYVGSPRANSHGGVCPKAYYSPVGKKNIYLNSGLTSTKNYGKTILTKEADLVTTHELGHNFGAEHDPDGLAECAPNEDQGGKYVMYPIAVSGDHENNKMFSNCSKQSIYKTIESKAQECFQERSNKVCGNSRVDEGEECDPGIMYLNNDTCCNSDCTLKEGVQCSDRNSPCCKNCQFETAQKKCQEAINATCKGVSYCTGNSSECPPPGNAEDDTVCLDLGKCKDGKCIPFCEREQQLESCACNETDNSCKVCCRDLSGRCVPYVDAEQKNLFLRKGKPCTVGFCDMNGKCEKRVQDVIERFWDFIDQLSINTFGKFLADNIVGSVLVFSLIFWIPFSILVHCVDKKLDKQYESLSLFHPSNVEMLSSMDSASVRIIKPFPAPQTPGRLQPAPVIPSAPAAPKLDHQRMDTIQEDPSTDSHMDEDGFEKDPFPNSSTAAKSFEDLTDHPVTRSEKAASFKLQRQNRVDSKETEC
# PLCb3 inh = blocks human PLC-beta3 enzyme activity. actives 0.18% (n = 370,000). Purified PLC-beta3, fluorogenic substrate, fluorescence. inhibition, % at 12.2 µM. AID 720704. Q01970; in the data active = inhibition above about 11%;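 also: 0% = median of compound wells on plate and 100% = full blocker control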
# SIAE inh = human SIAE inhibition, primary screen. Q9HAT2. SIAE FP-Rh probe binding, fluorescence polarization. inhibition, % at 9.66 µM. actives 0.69% (n = 370,000). AID 1053197;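 active = inhibition above a cutoff: mean of compounds within the control limits plus 3 SD of those, cut at about 17% in these data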;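 also: 0% = plate median of compound wells and 100% = probe without SIAE protein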
# An asterisk follows results filed as active; i = inactive; nt = not tested or not shown.
SMILES,ARFGAP1 inhibitor,ASAP1 inh,DDE Tn7 FP inh,DDE Tn6 FP inh,PLCg1 inh,ADAM10 inh,TDP2 absorb,ADAM17 inh,PLCb3 inh,SIAE inh
CCOc1ccccc1NS(=O)(=O)c1cn(C)nc1C,4,4,-4,3,1,-2,-1,0,1,-4
CC(C)c1ccc(Nc2nnc(SCC(=O)c3nnc(-c4ccccc4)o3)s2)cc1,8,-6,-3,-4,-18,8,-3,5,-20,10
CC(OC(=O)c1ccncc1)C(=O)Nc1cc(S(=O)(=O)N2CCCCC2)ccc1Cl (stereo not drawn),7,1,1,1,-2,0,8,-1,-2,6
C/C=C/C=N/Nc1nc(C)cc(=O)[nH]1,7,9,-1,-8,-16,-13,3,-9,-115,1
CC(=O)Nc1ccc(C(=O)NNC(=O)c2csc(N3CCOCC3)n2)cc1,-5,-9,-6,7,-1,-11,-5,-4,-2,-1
CCCCCCn1c(Br)nc2c1c(=O)n(C)c(=O)n2C,17,-5,0,0,1,-1,-1,0,-1,1
O=C(CCN=C1NS(=O)(=O)c2ccccc21)Nc1ccc(Cl)cc1F,-11,1,2,9,1,-5,2,-5,-1,8
COc1cccc(C=Nc2cc(C(C)C)c(O)cc2C)c1O,-5,-3,3,-7,-1,0,-7,1,-1,6
CC(=O)Nc1ccc(S(=O)(=O)N2CCN(Cc3nc4sc(C)c(C)c4c(=O)[nH]3)CC2)cc1,2,6,-3,2,-3,-6,0,-8,-6,2
CCCN(CC1CC1)C(=O)COC(=O)c1[nH]c(C)c(C(=O)OCC)c1C,-4,0,1,0,-2,-2,2,0,-6,5
CC(=O)C1=C(C)NC(=S)NC1c1cc([N+](=O)[O-])ccc1O (stereo not drawn),2,-1,-8,8,1,1,-5,1,-3,-1
CC1CC(C)CN(CC(=O)Nc2ccc(S(N)(=O)=O)cc2)C1 (stereo not drawn),-1,6,2,5,-2,-3,4,-3,2,-7
CCn1c(O)c(N=NC(=O)Cn2ccc(C(F)(F)F)n2)c2ccccc21,11,-1,6,-4,5,3,6,1,2,-5
NC(=O)c1ccc(NC(=O)COC(=O)CCC2CCCC2)cc1,1,6,1,-4,6,3,0,0,3,12
CCc1cc(C(=O)OC)c(NC(=O)CC2SC(N)=NC2=O)s1 (stereo not drawn),7,4,4,-9,-2,1,-3,-2,-1,2
COC(=O)C1=C(C)N(C)C(=NCc2ccccc2)NC1c1ccccc1C(F)(F)F (stereo not drawn),2,8,0,-1,0,-4,10,-5,-4,12
Fc1ccc(OCc2cc(-c3ccccc3)no2)cc1,2,7,6,2,2,3,6,2,-5,-5
CCOC(=O)C1=CCN(Cc2ccccc2)CC1,-5,-11,-2,2,-1,-4,1,-2,-4,-2
O=C(NCc1ccc(Cl)cc1)C1CCCCN1S(=O)(=O)c1ccccc1 (stereo not drawn),16,1,0,-1,1,3,2,-3,-7,4
CN(Cc1ccccc1)C(=O)c1cccc(NC(=O)Cc2cccc(NC(=O)C3CCN(C(=O)c4ccccc4)CC3)c2)c1,15,6,-5,-3,5,6,4,3,3,-8
Cc1[nH]c2ccccc2c1C(=O)COC(=O)CCS(=O)(=O)c1ccccc1Cl,5,-4,1,0,3,8,-5,2,1,-5
Cc1csc2nc(CCNS(=O)(=O)c3ccc4c(c3)OCCO4)cn12,14,0,4,1,-2,1,0,3,-3,4
Cc1nc2cc(C)c(C)cc2o1,14,3,1,10,1,-13,7,-4,-2,2
C(#Cc1ccccc1)C[N+]1(CC#Cc2ccccc2)CCCCC1,-16,4,2,-10,-2,2,6,1,2,6
CCn1nc(NS(=O)(=O)c2ccc([N+](=O)[O-])cc2)c2cc3cc(C)ccc3nc21,4,14,-1,-6,0,-10,-12,-2,-11,4

# Part of the list above in another layout.
structure | ARFGAP1 inhibitor | ASAP1 inh | DDE Tn7 FP inh | DDE Tn6 FP inh | PLCg1 inh | ADAM10 inh | TDP2 absorb | ADAM17 inh | PLCb3 inh | SIAE inh
CCOC(=O)C1=CCN(Cc2ccccc2)CC1 | -5 | -11 | -2 | 2 | -1 | -4 | 1 | -2 | -4 | -2
CN(Cc1ccccc1)C(=O)c1cccc(NC(=O)Cc2cccc(NC(=O)C3CCN(C(=O)c4ccccc4)CC3)c2)c1 | 15 | 6 | -5 | -3 | 5 | 6 | 4 | 3 | 3 | -8
CC(OC(=O)c1ccncc1)C(=O)Nc1cc(S(=O)(=O)N2CCCCC2)ccc1Cl (stereo not drawn) | 7 | 1 | 1 | 1 | -2 | 0 | 8 | -1 | -2 | 6
CCn1nc(NS(=O)(=O)c2ccc([N+](=O)[O-])cc2)c2cc3cc(C)ccc3nc21 | 4 | 14 | -1 | -6 | 0 | -10 | -12 | -2 | -11 | 4

# Following part
SMILES,ARFGAP1 inhibitor,ASAP1 inh,DDE Tn7 FP inh,DDE Tn6 FP inh,PLCg1 inh,ADAM10 inh,TDP2 absorb,ADAM17 inh,PLCb3 inh,SIAE inh
Cc1ccnc(NC(=O)CCC2COc3ccccc3O2)c1 (stereo not drawn),2,-5,1,-6,0,2,8,-5,1,3
O=C(Cc1ccc(F)cc1)NCCc1ccc(F)cc1,9,-2,-2,5,5,9,-14,4,10,-10
Cc1ccc(S(=O)(=O)NCCC(=O)NCCc2ccccc2)cc1,0,-4,-10,-2,3,-1,6,-3,-1,1
O=C1NC(c2cc3c(cc2Cl)OCO3)Oc2ccccc21 (stereo not drawn),-5,10,5,1,-5,-39,2,-15,-6,4
CC1CCN(C(=O)c2cc(-c3ccco3)on2)CC1,-4,-12,0,2,-2,0,0,-2,-2,-4
Cc1ccc(C(=O)Nc2c(C(=O)N3CCOCC3)cnn2-c2ccccc2)cc1,-9,13,12,0,-1,1,5,-4,3,-1
CCC(c1nnnn1C(C)(C)CC)N(CCCO)Cc1cc2cccc(C)c2[nH]c1=O (stereo not drawn),-3,13,1,5,-120,-14,7,-7,-128,0
COC(=O)[C@]12C[C@H](CC(=O)NCCCCc3ccccc3)C(=O)N(CCc3ccc(OC)c(OC)c3)C1=C[C@H](C1CCCC1)O[C@@H]2C,nt,nt,-6,-3,-2,17,-3,6,-2,-3
O=C(O)c1ccccc1C(=O)NCCCn1ccnc1,-6,-1,4,1,1,-5,21,-3,-5,1
COc1ccc(Nc2nc(-c3cccs3)nc3ccccc23)cc1S(=O)(=O)N1CCOCC1,8,19,-4,-6,-207,-75,3,-24,-276,-115
Cc1nc2n[nH]c(N)c2nc1C,9,4,-7,-9,5,-10,-15,-1,5,3
CCCOc1ccccc1C(=O)N(Cc1ccc(C)o1)C1CCS(=O)(=O)C1 (stereo not drawn),-1,12,6,1,0,-2,19,-1,-7,4
C/C(=N\Nc1nccnc1Cl)c1ccc(F)cc1,-9,-16,0,-7,-4,-7,6,1,-9,7
C/C(=N\O)c1c(O)cc(-c2ccccc2)n(-c2ccccc2)c1=O,-2,5,-3,3,-2,-6,10,-4,-12,3
Cc1nc(NCc2ccc(S(N)(=O)=O)cc2)c2c(C)c(C)sc2n1,44*,22,-9,-2,1,-11,-13,-1,-8,-5
O=C(O)Cc1ccc(NC(=O)c2ccc(Cl)c(Cl)c2)cc1,1,1,6,5,-2,-3,-3,-3,3,-2
COc1ccc(CCNC(=O)CSc2nc3ccsc3c(=O)n2Cc2ccccn2)cc1OC,10,-11,-6,5,-27,-12,-14,0,-41,1
Cn1cc(C(=O)C(=O)N2CCc3ccccc32)c2ccccc21,4,0,6,-2,1,0,-3,-1,-11,-7
COc1ccc2oc(=O)c(C(=O)NCC3CCCO3)cc2c1 (stereo not drawn),12,6,-4,5,i,i,9,-267,i,-1
COc1ccc(CCNC(=O)c2cc(C3CC3)on2)cc1OC,9,-6,-4,8,-19,4,12,-3,-6,2
COc1ccc(N2C(=O)C3C(C2=O)C2C=CC3C23CC3)c([N+](=O)[O-])c1 (stereo not drawn),-11,-7,-2,-7,3,-1,4,2,3,-1
O=C(NCc1ccco1)c1ccc(NS(=O)(=O)c2cccc([N+](=O)[O-])c2)cc1,-4,9,3,-7,-2,-2,6,-6,-8,2
CC1(C(=O)Nc2cccc(Oc3ccccc3)c2)Cc2c(-c3ccccc3)ccnc2O1 (stereo not drawn),9,11,8,-8,0,-8,-6,-1,-1,-6
C/C(=N\NC(=O)c1ccc2ccccc2c1)c1cccnc1,1,-4,-3,-8,-15,-2,4,-1,-21,-3
CN(C(=O)CSc1nnc(COc2ccccc2F)n1N)C1CCS(=O)(=O)C1 (stereo not drawn),-6,-8,-5,5,-3,-3,3,-4,-5,5
SMILES,ARFGAP1 inhibitor,ASAP1 inh,DDE Tn7 FP inh,DDE Tn6 FP inh,PLCg1 inh,ADAM10 inh,TDP2 absorb,ADAM17 inh,PLCb3 inh,SIAE inh
COc1ccc(OC)c(S(=O)(=O)N2CCN(C(=O)CCc3ccccc3)CC2)c1,5,-1,-2,5,1,-1,-3,-1,-1,5
COc1ccccc1/C=C/C(=O)OCC(=O)NC1CCS(=O)(=O)C1 (stereo not drawn),-7,10,0,9,-57,-195,8,-52,-66,0
O=c1[nH]c2ccccc2nc1CCc1ccccc1,1,1,-2,-4,-5,-30,7,-13,-9,-11
O=C(CN1C(=O)NC2NC(=O)NC21)N/N=C/c1ccc(F)cc1 (stereo not drawn),8,-5,-2,0,-2,0,1,-2,-2,-2
COc1ccc2cc3cc(C(=O)NCCCN4CCOCC4)oc3nc2c1,10,-18,-1,5,i,i,-11,i,i,5
CCOc1ccc(S(=O)(=O)Nc2ccc(S(=O)(=O)Nc3cc(OC)ccc3OC)cc2)cc1,2,1,0,2,5,8,-2,2,4,-7
CN(Cc1ccccc1)C(=O)CCC1CCN(S(C)(=O)=O)CC1,2,4,3,5,3,4,7,1,0,-2
C/C(CC(=O)Nc1ccc(Cl)c(C(F)(F)F)c1)=N\NC(=O)c1cc2ccccc2cc1O,21,9,-6,-2,-30,-6,-1,-5,-39,40*
COc1ccc(CNC(=O)CSc2n[nH]c(N)n2)cc1OC,2,-13,-1,-3,2,-1,3,-2,4,17
CCCCn1c(N)c(N(C)C(=O)c2cc3c(F)cccc3s2)c(=O)[nH]c1=O,-20,-10,-1,5,0,-15,12,0,-8,0
Cc1cccc(NC(=O)C2CCCN(S(=O)(=O)c3c(C)nn(C)c3C)C2)c1 (stereo not drawn),-11,8,2,-5,0,-6,1,-1,0,15
CCOC(=O)C1=NN(C(=O)Cc2ccccc2)C(O)(c2ccc(Cl)cc2)C1 (stereo not drawn),5,3,0,1,0,3,-2,1,3,-1
CCSc1nnc(NC(=O)COc2cccc3ccccc23)s1,11,12,0,-4,-3,5,6,-1,-2,-3
COc1cccc(C(=O)O/N=C(\N)c2ccc([N+](=O)[O-])cc2)c1OC,-8,0,-4,1,3,-3,-3,-3,2,5
CC1CCN(S(=O)(=O)c2ccc3[nH]c(=O)[nH]c3c2)CC1,-1,4,-1,-2,2,4,6,-2,-5,5
CCOc1ccc(/C=N/NC(=O)CC(=O)NCc2ccccc2)cc1,5,-2,2,2,0,-1,-2,0,-3,5
